Compound activity as filed in PubChem BioAssay.
TTR transcr act: increases transthyretin transcription | activation, % at 16.7 µM | SH-SY5Y TTR promoter Gaussia luciferase, luminescence; 100% = recombinant luciferase protein wells | 92,000 compounds, 1.3% hits;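 active = activation above the mean of all tested compounds plus 3 SD, cut at about 9.5% in these data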;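 also: cells exposed to compounds for one day before reading; 0% = median of all test compound wells on the plate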
* marks the source's active call; other numbers are inactive results. This is a subset. The share of hits here may be higher or lower than overall.

SMILES	TTR transcr act
CC(C)Cn1c(-c2ccccc2)nc(=S)c2c1CCCC2	0.4
COC(=O)CC/C(=N/Nc1ccc(Cl)c(Cl)c1)C(=O)OC	0.7
CCn1c(C)nc2cc(C(=O)NN=Cc3ccc([N+](=O)[O-])cc3)ccc21	-2.2
Cc1c(-c2cccc(Cl)c2)nc2ccccc2c1C(=O)OCC(=O)N(C)C1CCS(=O)(=O)C1 (stereo not drawn)	4.4
COC(=O)c1cc(C#N)c(=O)[nH]c1C	0.3
O=c1[nH]c2cnn(-c3ccccc3)c2c(=O)n1O	0.2
Cc1nc(N)c(CC(Br)CBr)c(Cl)n1 (stereo not drawn)	0.4
COc1ccc(NC(=S)N(CCCN2CCCC2)Cc2cccn2Cc2ccc(Cl)cc2)cc1Cl	-1.1
CCOc1ccc(Cl)cc1/C=N/NC(N)=O	2.2
Nc1n[nH]c(N)c1N=Nc1ccc(Cl)cc1	1.9
CN(CC(=O)NCCc1ccc(S(N)(=O)=O)cc1)S(=O)(=O)/C=C/c1ccccc1	0.2
O=C(O)CSc1nccn1-c1cccc(Cl)c1	-0.6
O=[N+]([O-])c1ccccc1C=NN1CCCCCC1	-0.7
Cn1cnnc1SCC(=O)NC1CC1	3.2
COc1ccc(C)cc1NS(=O)(=O)c1cccc2nonc12	-1.6
Cc1cc(C)n2nc(SCC(=O)NCc3ccco3)nc2n1	0.5
Cc1nccn1CC(=O)c1ccc(O)c(O)c1	-2.2
CC(C)C[C@H]1CN=C(Nc2ccccc2)N1CC(C)C	-1.1
CC(=O)Nc1ccc(S(=O)(=O)Nc2ccccc2C(=O)N2CCOCC2)cc1	-0.5
CCOc1ccc(S(=O)(=O)n2ccc(C)n2)cc1	-3.7

Fetched by compound from the entries so far, 6 records:
SMILES	TTR transcr act
COC(=O)c1cc(C#N)c(=O)[nH]c1C	0.3
O=[N+]([O-])c1ccccc1C=NN1CCCCCC1	-0.7
Cn1cnnc1SCC(=O)NC1CC1	3.2
COc1ccc(C)cc1NS(=O)(=O)c1cccc2nonc12	-1.6
Cc1cc(C)n2nc(SCC(=O)NCc3ccco3)nc2n1	0.5
O=c1[nH]c2cnn(-c3ccccc3)c2c(=O)n1O	0.2

(cont.)
SMILES	TTR transcr act
CCOC(=O)CNc1nc(C(C)(C)C)nc2c1nnn2Cc1ccccc1Cl	0.0
CC(=O)c1c(C)[nH]c(C(=O)CN(C)CC(=O)Nc2ccccc2Cl)c1C	-1.5
CCOCCCn1c(SCC(=O)Nc2ccc(NC(C)=O)cc2)nc2ccccc2c1=O	-0.3
CN(/N=C/c1ccc(Cl)cc1)c1ncc(Cl)cc1C(F)(F)F	-1.2
O=C(Nc1nc(=O)c2ccccc2s1)c1ccc(Cl)cc1	-6.0
Cc1nnc(NC(=O)c2ccc3ccccc3n2)s1	-2.2
COc1ccc(C)cc1NC(=O)CSc1nnc(CC(=O)Nc2ccccc2F)n1C	-0.3
CCOc1ccccc1N(CC(=O)N1CCOCC1)S(=O)(=O)c1ccccc1	0.8
CCOC(=O)CSc1nnc(CNC(=O)c2ccco2)n1-c1ccc(F)cc1	-0.7
Cc1cc(C)nc(Nc2nc(-c3ccccc3)cs2)n1	-0.6
CCCCNC(=O)N1CCN(Cc2ccc(F)cc2)CC1	-1.4
CN1CCN(c2ccccc2NC(=O)c2ccc(F)cc2)CC1	-0.8
CCOCCCNCC(=O)Nc1ccccc1N1CCOCC1	21*
COc1cc2cc(CN(CCc3cccc(C)c3)C(=S)NCCCN(C)C)c(=O)[nH]c2cc1OC	-1.5
COC(=O)CSC1=C(C#N)C(c2ccc(C(C)C)cc2)CC(=O)N1 (stereo not drawn)	-0.2
O=C(COC(=O)C1CC(=O)N(c2ccc3c(c2)OCCO3)C1)Nc1ccc2c(c1)CCC2 (stereo not drawn)	11*
CCOC(=O)C(/C(C)=N/NC(=O)c1ccccc1[N+](=O)[O-])C(C)C (stereo not drawn)	-0.2
Cc1ccccc1N(CC(=O)N/N=C/c1ccc(Cl)cc1)C(=O)c1ccccc1	3.9
CCCCC[C@H]1CN(Cc2ccccc2)C(=O)[C@@H]1CC(=O)NCc1ccccc1	4.3
CCn1c(SCC(=O)Nc2nccc(C)n2)nc2ccccc21	0.1

In a second layout: 2 of the compounds above.
TTR transcr act	mol
-0.6	Cc1cc(C)nc(Nc2nc(-c3ccccc3)cs2)n1
-1.4	CCCCNC(=O)N1CCN(Cc2ccc(F)cc2)CC1

Further results.
SMILES	TTR transcr act
Cc1cccc(NS(=O)(=O)c2ccc(C)c(C(=O)NNC(=O)c3csc(N4CCOCC4)n3)c2)c1	-1.0
CC(=O)C1(O)CCC2C3CCC4CC(O)CCC4(C)C3C(=O)CC21C (stereo not drawn)	4.1
COc1ccc(C(=O)CSc2nnn(-c3cccc(NC(C)=O)c3)n2)cc1	-1.6
c1ccc2[nH]c(CNc3nc(N4CCOCC4)nc4c3ncn4-c3ccsc3)nc2c1	2.5
COc1cccc(C(O)c2ncc(-c3cccc(C(F)(F)F)c3)[nH]2)c1 (stereo not drawn)	0.6
Cc1ccc2c(c1)-n1c(nc3ccccc3c1=O)C(Cc1ccccc1)NC2=O (stereo not drawn)	-1.0
S=C(Nc1ccc2c(c1)OCO2)Nc1ccccc1Cl	-0.3
COc1ccc(CNC(=O)COc2ccc(S(=O)(=O)N3CCOCC3)cc2C)cc1	-0.8
CC1(C(=O)Nc2cccc(NS(C)(=O)=O)c2)Cc2c(-c3ccc(C(N)=O)cc3)ccnc2O1 (stereo not drawn)	4.0
CN(C)CCOC(=O)C12CC3CC(CC(C3)C1)C2	8.1
CN(C)C=NC(=O)c1ccc([N+](=O)[O-])c(CS(=O)(=O)c2ccc(Cl)cc2)c1	4.5
CN(C(=O)CN1CCN(c2cc(-c3ccc(OCc4ccccc4)cc3)ncn2)CC1)c1ccccc1	-3.8
O=C(NN=Cc1ccc(N2CCOCC2)s1)c1ccc([N+](=O)[O-])cc1	1.2
Clc1ccccc1C1=CC(c2ccco2)n2ncnc2N1 (stereo not drawn)	0.9
O=C(O)c1ccc(NC(=O)c2cccs2)cc1	1.8
Cc1sc(NC(=O)C2CCCCC2C(=O)O)c(C(N)=O)c1C (stereo not drawn)	2.3
Cc1ccc(NC(=O)c2ccco2)c(NC(=O)Cc2cccs2)c1	-1.7
CCOCCCn1c(=NC(C)=O)c(C(=O)OCC)cc2c(=O)n3ccccc3nc21	-1.3
CCNc1c(NS(=O)(=O)c2ccc(OC)c(Cl)c2)c(=O)oc2ccccc12	0.5
CC(=O)Nc1cccc(-c2csc(NCc3ccco3)n2)c1	-1.2

(listing goes on)
SMILES	TTR transcr act
O=C(O)/C(=C\c1cccs1)Sc1nnc(-c2ccc(F)cc2)o1	-1.0
Cc1cccc(NC(=O)c2nc[nH]c2C(=O)N[C@H](C)CO)c1	0.8
Cc1ccc(-n2cc(-c3ccccc3)c3c(N4CCN(C)CC4)ncnc32)cc1	-1.9
Cc1ccc(CC(=O)N2CCN(C(=O)c3ccco3)CC2)cc1	-0.7
Cc1ccc(-c2nnn(CC(=O)N(c3ccc(F)cc3)C(C(=O)NC3CCCC3)c3ccncc3)n2)o1 (stereo not drawn)	0.6
Cc1ccc(C2(c3noc(CN(C)CCCN4CCOCC4)n3)CCCC2)cc1	0.0
COc1cccc(-c2cccc(NC(=O)C3CCN(C4CCOCC4)CC3)c2)c1	3.1
Cn1nc(C(=O)NC2CCC(O)CC2)c2ccccc2c1=O (stereo not drawn)	-0.2
N#Cc1ccc(CN2CCN(C(=O)c3cn(Cc4ccccc4)nc3-c3cccnc3)CC2)cc1	1.8
O=C(OCc1ccc([N+](=O)[O-])cc1)C1CC(=O)N(c2ccccc2)C1 (stereo not drawn)	1.1
CC(C)Cc1nnc(NC(=O)CSc2nc(O)c(-c3ccccc3)c(=O)[nH]2)s1	-1.4
C[C@H]1CN([C@@H](C)CO)C(=O)CCCn2cc(nn2)CO[C@@H]1CN(C)S(=O)(=O)c1ccc(Cl)cc1	2.6
O=C(CCSCCc1ccccn1)Nc1nccs1	4.7
COc1ccc(CN2C(=O)[C@@](O)(c3cccn3C)c3cc(F)ccc32)cc1	0.9
Fc1ccc(Cn2cnc3ccccc32)cc1	-1.8
N#Cc1c(N)[nH]c2ccc(Sc3ccccc3)cc12	0.6
CN(C(=O)c1cccc(NC(=O)Cc2ccc(NC(=O)C3CCN(S(=O)(=O)c4cccc([N+](=O)[O-])c4)CC3)cc2)c1)C1CC1	0.4
C=CCSc1nc2sc(-c3ccccc3)cc2c(=O)n1N	1.4
CCC[C@H]1CN(Cc2cccnc2)C(=O)[C@@H]1CC(=O)Nc1ccc(Br)cc1	-0.2
COc1ccccc1C(=O)NCCC(=O)NCc1ccccn1	-0.6

Additional entries follow:
SMILES	TTR transcr act
COc1ccc(CCN2CC(C(=O)NCc3cn(C)nc3C)CCC2=O)cc1 (stereo not drawn)	-1.9
Cc1cc(C)c(S(=O)(=O)ON2C(=O)c3ccccc3C2=O)cc1C	-0.9
CN1CCN(C(=O)c2cnn(-c3ccccc3)c2NC(=O)c2cccs2)CC1	0.9
COc1c(F)c(F)c(C(=O)Nc2cccc(Cl)c2N2CCOCC2)c(F)c1F	-6.5
COc1ccc(-n2cc(CNCC3CCOCC3)c(-c3cccc(F)c3)n2)cc1	-1.6
Cc1ccc(S(=O)(=O)n2ccc(OC(=O)c3cccs3)n2)cc1	-5.9
CCCSc1nnc2[nH]c(=O)cc(N)n12	-0.1
CC(=O)N1CCN(Cc2cc(=O)oc3ccccc23)CC1	0.2
CCOc1cc(/C=C2/NC(=O)N(Cc3ccccc3F)C2=O)ccc1O	-5.2
COc1ccccc1N1C(=O)CC(N2CCN(c3ccc(Cl)cc3)CC2)C1=O (stereo not drawn)	-1.6
CCS(=O)(=O)c1ccc2oc(SCC(=O)NC(C)C3CC4CCC3C4)nc2c1 (stereo not drawn)	-2.0
Cc1ccc(C(=O)N/C(=C/c2ccco2)C(=O)NCCCn2ccnc2)cc1	0.7
CN(C)CCCNCCCNC(=O)c1ccccn1	1.1
O=C1c2cccc3cccc(c23)C(=O)N1c1nccs1	0.3
COc1ccc(OC)c2c1sc(=NC(=O)C1COc3ccccc3O1)n2C (stereo not drawn)	2.3
Oc1[nH]c2ccccc2c1N=Nc1nc(Nc2ccccc2)nc(N2CCOCC2)n1	-1.4
O=C(CCC(=O)OCC(=O)c1cccc([N+](=O)[O-])c1)NC1CCCCC1	-0.3
O=C(CCN1CCN(CCO)CC1)Nc1ccc(Br)cc1	0.8
Cn1nc2c3ccccc3n(Cc3ccccc3)c2nc1=S	-1.4
COc1ccc(N2CCN(C(=O)c3ccc(C)cc3)CC2)c([N+](=O)[O-])c1	-0.6

(more compounds)
SMILES	TTR transcr act
N/C(=N\OCC(=O)Nc1ccccc1)c1nonc1N	0.3
O=C(CC1S/C(=N/N=C2CCCCCC2)NC1=O)Nc1ccc(Br)cc1F (stereo not drawn)	1.1
CC1CCCC(C)N1/N=C/c1cc(Br)c(O)c(Br)c1 (stereo not drawn)	-0.2
CCCCc1c(O)nc(SCC(=O)c2ccccc2)n(-c2ccccc2)c1=O	-0.2
CN(C)C(=O)CCc1ccc2c3c([nH]c2c1)[C@]1(C)[C@@H](C(=O)N2CCCCC2)C[C@H](CC(=O)NCCCn2ccnc2)C(=O)N1CC3	7.0
CN1OC[C@@H]2CN(C(=O)C(C)(C)C)[C@H](c3ccc(-n4ccnc4)cc3)C[C@@H]21	0.1
COCOCCn1cc(CN2CCS(=O)(=O)N(Cc3ccc(-c4ccc(OC)c(OC)c4)cc3)C(C)C2=O)nn1 (stereo not drawn)	8.1
CCOc1ccc(N2C(=O)c3cccnc3C2Nc2ccc(OC)cc2)cc1 (stereo not drawn)	-0.2
CC(=O)c1nn(-c2cccc(Br)c2)cc1C(=O)c1ccc(Br)cc1	2.4
CC(C)(C)NC(=O)C(c1ccncc1)N(C(=O)Cn1nnc(-c2ccc(F)cc2)n1)c1cccc(F)c1 (stereo not drawn)	-0.5
O=c1c2cn[nH]c2nc(SCc2ccccc2F)n1-c1ccc(Br)cc1	-0.8
C/C(=C\C(=O)c1ccc(C)o1)Nc1ccc2c(c1)OCO2	-2.2
Cc1ccc(CN2C(=O)N/C(=C\c3ccc(-c4ccc(C(=O)O)cc4C)o3)C2=O)cc1	11*
CCOc1cc(CNC(=O)CCCn2c(=O)c3cccn3c3cccnc32)cc(OCC)c1OCC	-2.3
CCCCC(=O)Nc1cccc(NC(=S)NC(=O)C(C)C)c1	1.9
O=C(NCc1cccnc1)c1cc(C2CCCCN2S(=O)(=O)c2cccc3cccnc23)on1 (stereo not drawn)	-1.3
COc1ccc(Oc2ccccc2/C=N/O)cc1	-4.6
CC(C)c1ccccc1NC(=O)[C@@H]1CCCN1S(=O)(=O)c1cccc2cccnc12	0.0
O=C(CNC(=O)c1cccc(F)c1)N/N=C/C=C/c1ccccc1	0.3
C/C(Cn1nnc2ccccc21)=N\NC(=O)c1ccc(Br)cc1	0.3

(continued)
SMILES	TTR transcr act
C=CCOC(=O)C1=C(C)OC(N)=C(C#N)C1c1ccoc1 (stereo not drawn)	2.7
Cc1ccc(N(C(=O)c2ccco2)C(C(=O)NC2CCCC2)c2ccco2)c(C)c1 (stereo not drawn)	-1.8
O=C(N/N=C/c1ccco1)c1cc(-c2ccc(Cl)cc2)n[nH]1	-2.9
CC(=O)N/C(=C/c1ccc(OS(=O)(=O)c2ccc(C)cc2)cc1)C(=O)Nc1ccc(C(=O)O)cc1	0.3
COc1ccc(CCNC(=O)/C=C/c2ccco2)cc1OC	-2.3
O=c1cc(-c2ccccc2)c2c(O)cc(O)cc2o1	2.8
